Screening results from PubChem BioAssay.
Yeast superoxide – caloric restriction mimetics inhibiting age-related superoxide in yeast. AID 2690. superoxide response (% of plate mean), % at 10 µM. 330,000 compounds, 0.18% hits. S. cerevisiae aged cells, superoxide DHE fluorescence; active compounds read low;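 active means superoxide response under a set limit, about three screen SD below normal, cut at about 65% in these data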;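 further: yeast aged for seven days with compound at 30 °C before DHE staining; 100% = average MFI of all compound-treated wells on the plate with controls excluded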
MEX-5 binding – C. elegans MEX-5 TCR-2 RNA binding activity | 300,000 compounds, 0.38% hits | Q9XUB2 | activity score (negative = inhibition of binding), % at 10 µM | MEX-5/FITC-TCR2 RNA binding, fluorescence polarization; active compounds read low | AID 1832;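 active means inhibition past about -25% in most replicates, and total fluorescence under double the plate's negative control median, limit read from the data; inconclusive means replicates evenly split on the limit, or fluorescence at least double controls; inactive means too little inhibition in most replicates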;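 further: 0% = DMSO and -100% = 5 µM competing unlabeled TCR2 RNA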
AGP1-GFP MLPCN – alters AGP1-GFP fluorescence in TOR pathway yeast screen; S. cerevisiae AGP1-GFP multiplex flow cytometry, 3 h; GFP as percent of DMSO wells; GFP response vs DMSO, % at 10 µM; 320,000 compounds, 0.02% hits; AID 2066;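 active means GFP response relative to DMSO above a set limit, near screen average plus 3 SD, cut at about 150% in these data; inconclusive means fewer than 70 cells counted for the yeast strain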;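 further: median GFP channel fluorescence of the gated AGP1 strain per well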
GLD-1 TGE inh – GLD-1-TGE RNA interaction inhibition (C. elegans); Q17339; purified GLD-1 + fluorescein TGE RNA, fluorescence polarization; inhibition, % at 5.96 µM; 320,000 compounds, 0.44% hits; AID 2280;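 active means percent inhibition above a per-plate cutoff, the plate mean of test compounds plus 3 SD, cut at about 30% in these data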;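 further: 0% = DMSO wells with GLD-1 and probe and 100% = wells lacking GLD-1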
MCL1-BIM inh – MCL1-BIM-BH3 interaction inhibition (human). Q07820. GST-MCL1 / FITC-Bim-BH3 fluorescence polarization. inhibition, % at 10.9 µM. 320,000 compounds, 0.68% hits;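 active means inhibition above the mean inhibition of all tested compounds plus 3 SD, set per campaign, cut at about 40% in these data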;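 further: 0% = DMSO wells and 100% = unlabeled Bim-BH3 peptide control; higher means more loss of mP so more displacement of Bim peptide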
Target sequence (Q07820 whole entry, looked up): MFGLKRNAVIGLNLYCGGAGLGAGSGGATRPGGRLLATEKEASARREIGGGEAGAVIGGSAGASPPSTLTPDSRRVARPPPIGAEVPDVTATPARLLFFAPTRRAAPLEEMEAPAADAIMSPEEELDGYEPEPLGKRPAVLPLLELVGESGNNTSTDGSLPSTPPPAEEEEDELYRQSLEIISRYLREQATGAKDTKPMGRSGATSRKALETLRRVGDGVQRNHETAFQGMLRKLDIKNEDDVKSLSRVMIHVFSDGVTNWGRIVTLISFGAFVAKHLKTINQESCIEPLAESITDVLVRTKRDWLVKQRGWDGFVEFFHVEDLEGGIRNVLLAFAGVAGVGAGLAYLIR
GRK2 inh – inhibitors of human GRK2 displacing RNA aptamer. P25098. bead flow cytometry, FAM-aptamer displacement from GRK2. inhibition of aptamer binding, % at 10 µM. 330,000 compounds, 0.59% hits. AID 488847;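 active means inhibition of aptamer binding above 40%, roughly 3 SD of noise, on plates passing a quality check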;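 further: median bead fluorescence of bound FAM aptamer so fluorescent compounds give negative values; no value below 0 was filed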
Target sequence (P25098 whole entry, looked up): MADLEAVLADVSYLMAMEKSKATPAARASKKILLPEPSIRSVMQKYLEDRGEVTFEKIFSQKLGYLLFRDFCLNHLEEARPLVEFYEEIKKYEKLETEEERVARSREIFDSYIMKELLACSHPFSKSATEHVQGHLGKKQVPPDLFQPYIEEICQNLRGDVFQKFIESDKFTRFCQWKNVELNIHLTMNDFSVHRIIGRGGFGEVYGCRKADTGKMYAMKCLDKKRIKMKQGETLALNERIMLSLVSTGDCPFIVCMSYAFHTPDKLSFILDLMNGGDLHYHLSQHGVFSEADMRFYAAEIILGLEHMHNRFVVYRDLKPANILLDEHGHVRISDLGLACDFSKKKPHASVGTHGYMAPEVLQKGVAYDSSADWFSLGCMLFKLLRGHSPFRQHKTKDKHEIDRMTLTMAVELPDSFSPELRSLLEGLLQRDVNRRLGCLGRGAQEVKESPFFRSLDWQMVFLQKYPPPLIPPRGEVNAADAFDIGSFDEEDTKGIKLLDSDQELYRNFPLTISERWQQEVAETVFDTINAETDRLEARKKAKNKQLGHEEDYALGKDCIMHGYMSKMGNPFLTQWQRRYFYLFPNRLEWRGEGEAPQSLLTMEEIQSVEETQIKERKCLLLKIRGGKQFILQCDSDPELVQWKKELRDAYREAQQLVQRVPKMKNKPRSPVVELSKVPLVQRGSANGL
CIT2-GFP yeast – modulators of TOR pathway CIT2-GFP in S. cerevisiae. S. cerevisiae CIT2-GFP strain, flow cytometry, 3 h; 100 means same as DMSO wells. GFP response vs DMSO, % at 10 µM. 320,000 compounds, 0.065% hits. AID 2029;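 active means GFP response relative to DMSO above a set limit, near the screen mean plus 3 SD, cut at about 150% in these data; inconclusive means Fewer than 70 cells measured for a yeast strain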;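 further: ratio of well median GFP fluorescence to mean of DMSO wells on the plate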
VLA-4 inh – inhibition in a human VLA-4 binding assay. AID 2557. 330,000 compounds, 0.2% hits. VLA-4 expressing cells, ligand binding flow cytometry. P13612. inhibition, % (about 7 µM as worked out from the volumes in the protocol); in the data active means inhibition above about 50%
Bcl-xL primary – Bcl-xL (human) inhibition; GST-Bcl-xL / FITC-Bim BH3 peptide fluorescence polarization; inhibition, % at 10.9 µM; 320,000 compounds, 0.7% hits;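 active means inhibition above the mean of all tested compounds plus 3 SD, cutoff set per campaign, cut at about 30% in these data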;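 further: 0% = DMSO wells and 100% = unlabeled Bim-BH3 peptide competitor; inhibitors lower millipolarization by displacing the labeled peptide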
Active calls of the source: *; ? = inconclusive; . = no result given; [ ] = dose if it differs, or a comment. This is a random part of the collection (roughly 2.1% active in at least one column).

molecule	Yeast superoxide	MEX-5 binding	AGP1-GFP MLPCN	GLD-1 TGE inh	MCL1-BIM inh	GRK2 inh	CIT2-GFP yeast	VLA-4 inh	Bcl-xL primary
S=c1[nH]nc(-c2ccco2)n1-c1ccc(Cl)cc1	92	1.3	107	11	-34	1	106	3	-29
COc1cc2c(cc1OC)-c1cc(Nc3ccccc3Br)nc(=O)n1CC2	99	-0.2	97	-5	8	1	100	2	7
Cc1cc(C(=O)NCCN2CCN(c3cccc(Cl)c3)CC2)n(-c2ccccc2)n1	101	.	107	-1	6	0	99	-17	4
CCN(CC(=O)N1CCC(C(N)=O)CC1)S(=O)(=O)c1ccc(Cl)cc1	88	-3.7	96	11	2	0	91	-9	-2
COc1ccc(SC[C@H](Cc2ccccc2)N2CC[C@@H](O)CCC2=O)cc1	112	.	100	-3	1	1	103	2	-1
Cc1nc(SCC(=O)N2CCN(c3ccccn3)CC2)c(C#N)c(C)c1C	82	.	105	-4	.	0	108	-3	.
CCCCc1c(O)nc(SCC(=O)Nc2ccc3c(c2)CCC3)[nH]c1=O	92	0.0	90	-4	7	1	107	0	6
COc1ccc(OC)c(S(=O)(=O)N(C(C)=O)c2ccc3oc(=O)sc3c2)c1	90	0.7	105	13	14	0	93	19	-1
Cc1ccc(S(=O)(=O)NCC(=O)OCC(=O)N2CC(=O)Nc3ccccc32)cc1	87	.	100	-5	.	0	101	0	.
COc1cc(OC)nc(NC(=O)CSc2nnc(-c3ccccc3)n2C2CCCCC2)n1	97	1.3	104	1	1	3	110	13	3
COc1ccc(C(=O)N2CCN(c3ccccn3)CC2)cc1	86	-0.4	103	1	5	1	101	12	2
Cc1cccc(NC(=O)Cn2c(O)c(N=NC(=O)c3ccccc3O)c3ccccc32)c1	93	-1.3	106	5	17	0	114	8	10
COc1ccc(CCNC(=O)COC(=O)c2cnc(C)cn2)cc1OC	111	2.1	101	2	4	0	105	12	-6
C=CCNC(=S)NNC(=O)c1cccn(Cc2ccc(Cl)cc2Cl)c1=O	108	3.5	107	-6	9	3	87	17	3
Cc1nc([N+](=O)[O-])c(N2CCN(Cc3ccccc3)CC2)n1Cc1ccccc1	92	-1.1	105	2	4	0	89	-6	5
CC(=O)Oc1ccc(/C=N/NC(=O)C2CCCN2S(=O)(=O)c2ccc(Cl)cc2)cc1 (centres undefined)	108	-1.3	93	2	-19	3	99	9	-14
Cc1ccc(N=CC2=C(O)CC(c3ccccc3Cl)CC2=O)cc1 (centres undefined)	85	-0.5	108	7	4	0	95	15	8
O=C(CCOc1ccccc1)N1CCN(c2ccc(O)cc2)CC1	102	2.7	104	7	10	0	110	0	21
O=C(NCCOc1ccccc1)c1cc([N+](=O)[O-])ccc1N1CCOCC1	106	.	97	-5	0	2	95	-6	2
Cc1ccccc1NC(=O)CN1CCC(n2nnc3ccccc32)CC1	97	1.8	.	-2	8	2	102	-10	3
Nc1ccc(Oc2ccc3c(c2)OCO3)cc1	97	0.9	108	2	0	3	108	7	4
O=S(=O)(Nc1ccccc1N1CCOCC1)c1ccccc1C(F)(F)F	105	.	103	3	.	0	99	-8	.
O=C(CCN1CCN(C(c2ccccc2)c2ccccc2)CC1)N/N=C/c1ccc(O)cc1	105	1.7	95	-3	2	1	99	-9	3
CCCSC1=C(C#N)C(c2cccs2)C(C(=O)Nc2ccccc2)=C(C)N1 (centres undefined)	109	1.4	108	-4	5	1	104	12	6
COC(=O)c1ccc(N2C(=O)C3C4C=CC(CC4)C3C2=O)cc1 (centres undefined)	96	-1.7	94	-4	-9	1	98	-6	-4
COc1ccccc1N1CCN(C(=O)c2cccc(N3C(=O)NC4CC3(C)Oc3c(OC)cccc34)c2)CC1 (centres undefined)	79	.	90	15	1	0	97	-5	13
COCCCn1c(C(=O)NCCC2=CCCCC2)cc2c(=O)n3cccc(C)c3nc21	119	0.5	95	0	2	1	103	-8	6
Cc1ccc(C(C)NC(=S)NC2CCCCC2)cc1C (centres undefined)	98	-0.6	80	.	.	0	77	5	.
CNC(=S)N(Cc1ccc(OC)cc1)C1CC(=O)N(c2ccc(OC)cc2)C1=O (centres undefined)	100	-0.8	94	6	-1	2	93	5	-5
Cc1[nH]c2c(C)cccc2c1CCNC(=O)c1ccc2c(c1[N+](=O)[O-])C(=O)c1ccccc1C2=O	142	-1.0	105	6	-2	1	102	-4	6
COC(=O)c1cc(C(=O)OC)cc(N2C(=O)CC(NNC(=O)c3ccc(C)cc3)C2=O)c1 (centres undefined)	107	1.0	109	5	-1	3	105	5	2
Cc1ccccc1NC(=O)Cc1nc(COC(=O)CNS(=O)(=O)c2cccc(Br)c2)cs1	115	0.3	102	3	-14	2	103	0	-4
CCOC(=O)CNC(=O)CSc1nc2cccnc2n1CC	98	-3.1	.	4	1	3	102	5	1
Fc1cccc(NC(=S)NCCN2CCOCC2)c1	113	-1.3	94	-4	9	0	98	-1	4
O=C(CC1NCCNC1=O)OCc1ccccc1 (centres undefined)	103	.	95	-1	3	0	97	10	7
O=C(CSC1=Nc2ccccc2C2=NC(c3ccccc3)C(=O)N12)NCC1CCCO1 (centres undefined)	100	-0.2	100	-1	-2	1	85	-31	1
C=CCN1C=C2C(=O)C(C)(OC(=O)c3cnc4ccccc4n3)C(=O)C=C2C=C1/C=C/COC (centres undefined)	78	-7.4	105	8	15	4	110	2	8
COc1ccc(NC(=O)CN2CCC(n3c(C)nc4cc(F)ccc43)CC2)c(OC)c1	100	-5.1	103	2	0	0	99	13	-2
COC(=O)CCC(=O)OC1(C)C(=O)C2=CN(CCc3ccccn3)C(c3ccc(OC)cc3)=CC2=C(Br)C1=O (centres undefined)	.	?	.	30	40*	.	.	.	36*
O=C(CNC(=O)c1ccco1)OCC(=O)c1ccc(Br)cc1	92	-0.2	75	-7	-2	1	81	8	0
Cn1ncc([N+](=O)[O-])c1C(=O)Nc1ccn(Cc2ccccc2F)n1	102	-1.0	100	1	7	2	100	-4	0
CCn1c(SCC(=O)c2ccc(Cl)cc2)nnc1-c1ccoc1C	74	-2.6	103	-5	-7	0	98	-4	-10
Cc1[nH]c(C)c(S(=O)(=O)N2c3ccccc3CC2C)c1C(=O)N1CCCCC1 (centres undefined)	141	1.5	98	2	-6	4	98	22	7
CNC(=S)NNC(=O)Cc1ccc(OC)cc1	105	0.9	99	-2	5	2	90	15	1
CC(=O)NC1C(=O)N=C(SCC(=O)Nc2c(C)cccc2C)NC1=O (centres undefined)	120	0.7	99	2	7	1	94	2	0
CC(=O)c1ccc(S(=O)(=O)NCc2ccc(C(=O)N(C)CC(=O)Nc3cccc(F)c3)cc2)cc1	92	-0.3	98	1	0	0	98	15	-2
COc1cc(C(=O)NCCc2cn3ccccc3n2)cc(OC)c1OC	134	-1.8	106	3	-3	0	107	17	1
CCn1c(=O)c(=O)[nH]c2cc(C(=O)NC3CC3)ccc21	90	-3.0	102	-9	-7	0	101	9	-2
CCCCNC(=O)NCC(=O)Nc1ccc(F)c(F)c1	95	-2.2	103	-6	-4	0	115	16	-1
Cc1cc(C)c2c(=O)[nH]c(SCC(=O)N(C)C)nc2n1	94	1.6	100	6	-1	1	106	-8	8
CC(/C=C/c1ccccc1)=N\Nc1nc2c(c(=O)[nH]c(=O)n2C)n1CCO	92	1.3	107	1	0	1	99	-2	9
Cc1ccc2c(c1)N(CC(=O)O)C(=O)CO2	107	-2.4	.	7	-4	0	88	8	1
O=c1c2ccccc2n2c(-c3cccc(Cl)c3)nnc2n1Cc1ccccc1	100	-1.8	101	1	6	0	101	-9	5
COc1cc(NC(=O)CSc2nnnn2-c2ccccc2)cc(OC)c1OC	117	-2.1	107	-1	7	2	107	-3	8
COc1cc(/C(C)=N/NC(=O)c2ccc(CSc3nncn3C)cc2)cc(OC)c1OC	108	.	99	4	-1	0	97	3	-2
NCCCCCc1cn([C@@H](CO)C(=O)NCCCCCCCCCCC(=O)N2CCNCC2)nn1	92	.	91	5	4	1	110	-8	0
O=C(O)c1ccc(OC2CSC2)cc1	103	-1.6	85	4	10	2	84	-4	5
O=C(NCC1CCCO1)c1cc2ccccc2cc1O (centres undefined)	91	-0.2	93	0	-1	1	81	3	3
COc1c(S(=O)(=O)N2CCN(C(=O)c3ccco3)CC2)ccc(Cl)c1Cl	104	2.0	101	-2	11	2	97	7	2
CCN(CC(=O)NCC1CCCO1)S(=O)(=O)c1ccc2ccccc2c1 (centres undefined)	103	2.0	98	9	-9	0	102	9	-6

The listing continues.
molecule	Yeast superoxide	MEX-5 binding	AGP1-GFP MLPCN	GLD-1 TGE inh	MCL1-BIM inh	GRK2 inh	CIT2-GFP yeast	VLA-4 inh	Bcl-xL primary
Oc1cccc(C2c3[nH]c4ccccc4c3CCN2Cc2ccc3c(c2)CCO3)c1 (centres undefined)	92	-1.3	96	3	5	0	99	12	6
Cc1ccc(/C(O)=C2\C(=O)C(=O)N(c3cc(C)on3)C2c2cccc(Cl)c2)cc1 (centres undefined)	95	-2.2	100	0	-1	0	95	8	3
COc1ccc(Cl)cc1NC(=S)NCCc1ccc(S(N)(=O)=O)cc1	92	1.8	92	0	8	1	89	-3	8
N#CC1=C2SCN(Cc3ccco3)CN2C(=O)CC1c1cccc2ccccc12 (centres undefined)	102	0.1	102	0	-12	0	100	-408	-7
CCOC(=O)COc1c(Br)cc(/C=C2\SC(=O)N(CC(=O)N3CCCC3)C2=O)cc1OC	98	0.3	101	-2	3	0	97	40	1
Cc1ccccc1-n1c(SCc2c(C)noc2C)nnc1-c1cccnc1	102	-17	96	89*	144*	0	94	14	133*
Cc1c(C(=O)OCC(=O)NCC2CCCO2)cccc1[N+](=O)[O-] (centres undefined)	93	1.9	99	-2	-1	0	100	-7	-3
Cc1nn(C(=O)CCC(=O)NCCc2ccccc2)c2ccccc12	83	-1.6	91	11	1	0	105	-3	7
CC(Nc1cc(C)cc(C)c1)=[N+](C)CCNS(=O)(=O)c1ccc(Cl)cc1	107	-1.3	114[may fluoresce green]	-3	-19	48*	152*[may fluoresce green]	-9	-10
O=C(Nc1nc(-c2ccccc2)cs1)C1CCCCN1S(=O)(=O)c1ccccc1 (centres undefined)	110	0.2	93	11	12	0	89	4	5
O=C(CCCC(=O)NC1CCCCC1)Nc1ccc([N+](=O)[O-])cc1	113	0.0	105	-6	-8	1	104	-3	0
CC(=O)C1C(c2ccc(Cl)cc2)c2c(n[nH]c2C)CC1(C)O (centres undefined)	103	-1.0	99	13	-6	1	106	2	5
Nc1ncnc2c1ncn2[C@@H]1O[C@H](CO)[C@@H](O)[C@H]1O	107	1.8	94	3	-5	0	100	1	0
O=C(Nc1nnc(-c2cccs2)o1)c1ccc(S(=O)(=O)N2CCOCC2)cc1	86	-0.6	103	-6	6	2	108	10	-2
CCCN(CC(=O)Nc1ccccc1C)C(=O)CCCOc1ccc(Br)cc1	94	.	86	6	0	0	82	0	6
Cc1ccc(-n2[nH]c(C)c(/C=N/c3cccc(C)n3)c2=O)cc1	117	-0.5	104	1	1	2	96	-2	1
